Screening data: PubChem BioAssay, several laboratories
GPR55 activation – GPR55 agonists via beta-arrestin recruitment, primary screen, imaging, U2OS cells, beta-arrestin-GFP redistribution (AID 1961); U2OS GPR55 beta-arrestin-GFP redistribution imaging; higher % means a stronger effect; activation, % at 10 µM, or EC50 in µM where a hit was titrated; actives 0.048% (n = 290,000);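 active = activation above 40% with more than 50 cells counted in the well; inconclusive = wells holding fewer than 50 cells, flagged as toxic or sparse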;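 note: U2OS osteosarcoma cells stably expressing GPR55 and beta-arrestin-GFP; plate controls were DMSO negative control for no effect and LPI positive control for full effect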
NTR1 ag – NTR1-driven beta-arrestin-GFP spot formation – imaging, U2OS cells, high content, primary screen (AID 493036) | agonist mode | P30989 | actives 0.17% (n = 330,000) | activation, % at 20 µM;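 active = activation at or above 40% of the spot to cytoplasm intensity ratio, with at least 20 cells analyzed; inconclusive = wells under 20 cells, flagged as cytotoxic or low count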;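 note: 0% = DMSO without peptide and 100% = 100 nM NTR1 peptide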
Target sequence (P30989 whole entry, looked up): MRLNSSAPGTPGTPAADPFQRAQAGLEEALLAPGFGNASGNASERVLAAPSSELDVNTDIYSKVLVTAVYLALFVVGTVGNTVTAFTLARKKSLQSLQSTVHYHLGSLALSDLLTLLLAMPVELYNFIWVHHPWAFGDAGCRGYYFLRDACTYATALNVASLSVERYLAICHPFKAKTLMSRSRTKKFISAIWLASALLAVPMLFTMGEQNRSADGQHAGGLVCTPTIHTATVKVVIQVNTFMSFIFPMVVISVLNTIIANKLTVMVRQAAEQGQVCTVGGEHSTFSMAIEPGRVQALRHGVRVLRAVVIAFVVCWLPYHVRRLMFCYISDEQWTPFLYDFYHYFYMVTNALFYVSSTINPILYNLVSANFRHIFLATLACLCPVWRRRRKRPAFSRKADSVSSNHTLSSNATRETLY
T cell HTS – T cell immune modulation candidate; 2C CD8+ T cell-vesicle binding, flow cytometry; stronger effect = lower value; calls only at 7 µM; actives 0.068% (n = 330,000);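 active = response, share of CD8 T cells binding vesicles, and their 90th percentile fluorescence all below set limits, cut at about 80% in these data, passing the limit was not always enough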
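Also added: QL9-peptide-loaded Drosophila micro-vesicles bearing Ld, ICAM-1 and B7-1; Test system: purified 2C TCR transgenic mouse naive CD8+ T cells; Measured by: cytometric PE anti-B7-1 and Alexa647 anti-CD8 signals after 1% paraformaldehyde fixation; Timing: binding step 1.5 h, 37 °C, antibody labelling 20 min, ice.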
KOR beta-arrestin-1 – KOR antagonists, beta-arrestin recruitment, cell-based, luminescence, uHTS (AID 1778) | KOR beta-arrestin recruitment, luminescence, antagonist mode; higher % means a stronger effect | inhibition, % at 10 µM, or IC50 in µM where a hit was titrated | actives 0.091% (n = 290,000); note: strong numbers were not always called active
KOR beta-arrestin-2 – kappa opioid receptor activators – cell-based, luminescence, uHTS, primary screen (AID 1777). actives 0.02% (n = 280,000). KOR beta-arrestin recruitment, luminescence; higher % means a stronger effect. one-dose activation, % at 10 µM; EC50 in µM for titrated hits; in the data active = activation above about 50%, passing the limit was not always enough; note: a part of the inactive calls stands beside numbers as strong as those of hits
GPR55 antagonists – inhibition of LPI-stimulated GPR55 beta-arrestin translocation – imaging, U2OS, beta-arrestin-GFP, LPI agonist, primary screen (AID 2013). U2OS GPR55 beta-arrestin-GFP translocation imaging, LPI antagonism; higher % means a stronger effect. one-dose inhibition, % at 10 µM; IC50 in µM for titrated hits. actives 0.13% (n = 290,000);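 active = spots per cell inhibited over 60%, with over 100 cells counted and total cytoplasm intensity under 500,000; inconclusive = wells with under 100 cells, flagged as likely toxic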;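 note: U2OS cells stably carrying GPR55 and arrestin-GFP stimulated by 5 µM LPI near EC80; imaged beta-arrestin-GFP aggregate spots per cell after agonist stimulation; plate controls were LPI-stimulated DMSO wells for no effect and DMSO wells without LPI for full effect; some results filed as inactive read as strong as hits; confirmed hits need IC50 under 10 µM and bright autofluorescent wells are also inconclusive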
HEK293 NOD2/NF-kB – NOD2 signaling inhibitors, cell-based, luminescence, uHTS, HEK293 (AID 1566) | actives 0.63% (n = 290,000) | inhibition, % at 4 µM; hits with a dose series show EC50 in µM | HEK293 NOD2/NF-kB luciferase reporter, luminescence; higher % means a stronger effect; note: many of its hits are not listed in these tables
NOD1 inhibition – inhibition of NOD1-driven NF-kB reporter – cell-based, luminescence, uHTS, primary screen (AID 1578). actives 1% (n = 290,000). one-dose inhibition, % at 4 µM; EC50 in µM for titrated hits. NOD1-driven NF-kB luciferase reporter cells, luminescence; higher % means a stronger effect; in the data active = inhibition mostly above about 36%, no sharp cut-off; inactive = mostly below about 34%;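 note: HEK-293T reporter cells stimulated with the NOD1 agonist gamma-tri-DAP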
Myeloid diff 2 – promotes myeloid progenitor differentiation; ER-HoxA9 myeloid progenitors, lysozyme-GFP differentiation, flow cytometry; calls only at 10 µM; actives 1% (n = 360,000); AID 624256;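 active = normalized GFP-positive differentiation at or above the plate's own cutoff, the solvent-only control mean plus 3 SD; inconclusive = no clear call, values can overlap the other calls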;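 note: cells exposed to compound for four days before flow analysis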
T cell HTS vesicle-bound % – second read-out of T cell HTS, no call of its own (marks repeat the call); double positive events, %; measured here: CD8+ vesicle-bound cell fraction;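 binding gate set so that unloaded-vesicle control wells show 10% double positive cells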
NTR1 ag cell count 20 µM – second read-out of NTR1 ag, no call of its own (marks repeat the call); cell count; measured here: cell count, cytotoxicity flag
Myeloid diff 2 GFP+ MAC1+ % – recorded beside Myeloid diff 2, whose call it bears; GFP+ MAC1+ double positive, %; measured here: differentiation confirmed by MAC1 staining
* hit, by the source's call; i = inactive; ? = inconclusive; · = not tested or not shown; [ ] = remark or other dose. Cut-off read from the data, not from the text of the source, unless noted: active = inhibition above about 50%; inactive = the rest. Some of the compounds tested. The share of hits here may be higher or lower than overall.

Sequence of screens: GPR55 activation, NTR1 ag, NTR1 ag cell count 20 µM, T cell HTS, T cell HTS vesicle-bound %, KOR beta-arrestin-1, KOR beta-arrestin-2, GPR55 antagonists, HEK293 NOD2/NF-kB, NOD1 inhibition, Myeloid diff 2, Myeloid diff 2 GFP+ MAC1+ %
Cc1ccc(CSCC(=O)N/N=C/c2ccc(OCC(=O)Nc3ccc(C)cc3)cc2)cc1
  0.3%, 11, 53, i, 16, -130%, 17%, -11%, -22%, -96%, i, 0.4
O=C(CCSc1ccccc1)Nc1ccc(S(=O)(=O)N2CCOCC2)cc1
  -0.2%, 1.6, 49, i, 41, -69%, 5.5%, 4%, -26%, 13%, i, 0.5
COc1ccc2c(c1)N(S(=O)(=O)c1ccccc1)CCC2=O
  0.4%, 2.2, 37, i, 7, -11%, 3.5%, 7%, 2%, -43%, i, 0.1
COC(=O)c1ccc(CN2[C@H](C(=O)OC)C[C@@]3(O)[C@H](O)[C@H](O)[C@H](O)C[C@@H]23)cc1
  -0.1%, 3.0, 95, i, 12, -18%, ·, 8%, 22%, 4%, i, 2.0
COc1ccc(C2C(C(C)=O)=C(C)Nc3ncnn32)cc1 (stereo unspecified)
  -0.2%, 0.7, 83, i, 65, -38%[20 µM], -4.2%, 4%, 10%, 2%, i, 0.3
COc1ccccc1-c1nc(C#N)c(N2CCN(c3ccccc3)CC2)o1
  -0.1%, 3.9, 36, i, 29, 30%, 1.2%, -4%, -2%, -3%, i, 1.0
Cn1nccc1C(=O)N1CCCC(C(=O)c2cccc3ccccc23)C1 (stereo unspecified)
  0.2%, 1.1, 81, i, 55, -2%[20 µM], ·, 6%, 14%, -17%, i, 0.2
O=C(O)CC1(CC(=O)Nc2ccc3c(c2)OCCCO3)CCCCC1
  0.6%, 0.0, 42, i, 35, 32%, 1.0%, 13%, 12%, 3%, i, 0.5
CCSc1nnc(NC(=O)CSc2nnc(CNC(=O)c3cc(OC)c(OC)c(OC)c3)o2)s1
  0.3%, 2.5, 65, i, 33, 27%, -3.1%, 1%, 13%, -27%, i, 0.3
O=C1NC(=S)S/C1=C\c1ccc2ccccc2c1
  -0.1%, 5.0, 100, i, 33, -20%, 1.1%, 4%, -34%, 5%, i, 0.6
Cc1ccc(SCC(=O)N2CCN(c3ccccn3)CC2)cc1
  -0.1%, 1.1, 55, i, 23, 4%, 3.0%, -1%, -22%, -1%, i, 0.3
CC(CC(=O)Nc1ccc(C(N)=O)cc1)c1ccccc1 (stereo unspecified)
  0.1%, 1.7, 51, i, 44, -4%, 1.6%, 8%, -14%, -23%, i, 0.1
COc1cccc(CNC(=O)c2ccc(C3SCCS3)cc2)c1
  -0.1%, -0.5, 57, i, 72, 16%, 3.9%, 9%, -18%, -57%, ·, ·
Cc1cc(C)c(S(=O)(=O)N(CC(=O)N2CCOCC2)C2CCCCC2)c(C)c1
  0.2%, -0.1, 77, i, 32, 9%, -3.8%, 10%, 0%, -4%, i, 0.7
Cc1cc(C(=O)N/N=C/c2ccc(-c3ccccc3Cl)o2)n[nH]1
  -0.3%, -1.4, 57, i, 30, -21%, 0.5%, 7%, -34%, 9%, i, 0.9
CCOC(=O)C1=C(c2ccccc2)N=c2s/c(=C\c3ccco3)c(=O)n2C1c1cccs1 (stereo unspecified)
  -0.3%, -0.1, 57, i, 27, 12%, -3.4%, -7%, 8%, -3%, i, 10
CCCCOC(=O)CCCN1C(=O)/C(=C2\SC(=S)N(CCCC(=O)OCCCC)C2=O)SC1=S
  -0.1%, 1.3, 60, i, 27, 22%, -2.2%, -1%, 2%, -10%, i, 0.1
Cc1cccc(-n2nnc3cnn(C)c3c2=O)c1
  -0.1%, -0.3, 44, i, 24, 25%, 0.2%, 10%, 2%, 12%, i, 0.6
CC(=O)NC(Cc1ccccc1C)C(=O)NC1CCN(c2nnnn2-c2ccccc2)CC1 (stereo unspecified)
  0.0%, 1.3, 58, i, 61, 20%, -0.6%, 4%, 3%, -15%, ?, ·
CC(C)Oc1ccc(C(=O)OC(C)C(=O)Nc2nc(-c3cccc([N+](=O)[O-])c3)cs2)cc1 (stereo unspecified)
  0.5%, 0.9, 87, i, 61, 7%, -0.5%, 12%, 0%, -9%, i, 0.4

Overlap with the part before: two entries, then new ones.
Sequence of screens: GPR55 activation, NTR1 ag, NTR1 ag cell count 20 µM, T cell HTS, T cell HTS vesicle-bound %, KOR beta-arrestin-1, KOR beta-arrestin-2, GPR55 antagonists, HEK293 NOD2/NF-kB, NOD1 inhibition, Myeloid diff 2, Myeloid diff 2 GFP+ MAC1+ %
CC(=O)NC(Cc1ccccc1C)C(=O)NC1CCN(c2nnnn2-c2ccccc2)CC1 (stereo unspecified)
  0.0%, 1.3, 58, i, 61, 20%, -0.6%, 4%, 3%, -15%, ?, ·
CC(C)Oc1ccc(C(=O)OC(C)C(=O)Nc2nc(-c3cccc([N+](=O)[O-])c3)cs2)cc1 (stereo unspecified)
  0.5%, 0.9, 87, i, 61, 7%, -0.5%, 12%, 0%, -9%, i, 0.4
Cc1cc(Cl)ccc1OCCCC(=O)N1CCN(C(=O)c2ccco2)CC1
  -0.2%, 3.3, 91, i, 25, -8%, ·, 6%, 9%, 7%, i, 1.0
CN(Cc1ccccc1)C(=O)COc1ccc(-c2nnco2)cc1
  -0.2%, -0.5, 69, i, 38, 10%, 3.5%, 0%, 15%, 29%, i, 0.5
CCOc1ccc(CNC(=S)N/N=C/c2cccnc2)cc1
  0.4%, 0.6, 84, i, 33, -15%, -1.8%, -12%, -5%, -26%, i, 0.2
Cc1cc2oc(=O)cc(CN3CCC(C)CC3)c2cc1Cl
  -0.1%, 2.1, 72, i, 17, -6%, 18%, 3%, -30%, -6%, i, 0.7
C/C(=N\NC(=O)CNC(=O)C(c1ccccc1)c1ccccc1)c1ccc(C)cc1
  -0.2%, -1.9, 66, i, 0, 26%, 1.4%, -2%, -17%, -21%, ·, ·
Cc1cc2oc3c(c(=O)c2cc1C)C(c1cccc(Br)c1)N(Cc1ccco1)C3=O (stereo unspecified)
  0.2%, -0.2, 38, i, 14, 18%, 2.9%, 15%, 18%, -2%, i, 0.7
CC(C)C(NS(=O)(=O)c1ccc2c(c1)oc(=O)n2C)C(=O)N1CCN(c2ccccc2F)CC1 (stereo unspecified)
  -0.1%, 2.7, 65, i, 53, -14%, -0.8%, 3%, 7%, -4%, i, 1.4
O=C(CCC1CCCCC1)NCc1cccnc1
  0.9%, 1.8, 61, i, 57, 6%, -3.0%, 4%, 6%, -22%, i, 0.6
CCOc1ccc(NS(=O)(=O)c2ccc(NC(=S)NC(C)=O)cc2)cc1
  0.3%, 0.7, 50, i, 51, -8%, -3.0%, -8%, 6%, 6%, i, 0.4
CCCC(C(=O)NC(C)(C)C)N(CC1CCCO1)C(=O)CNS(=O)(=O)c1ccc(F)cc1 (stereo unspecified)
  0.5%, 0.6, 56, i, 56, 7%, 1.5%, 6%, 14%, -21%, i, 2.3
CCOC(=O)/C(C(C)=O)=C1\OC(=O)c2ccccc21
  0.6%, 0.2, 61, i, 41, -4%, 3.6%, 8%, 11%, -1%, i, 9.2
O=C(NCCc1ccccc1)C1CCC(CNS(=O)(=O)c2cccs2)CC1 (stereo unspecified)
  -0.2%, -0.1, 93, i, 53, -23%, -0.6%, 7%, 12%, -18%, i, 0.3
O=C(O)c1ccc(COCC(F)(F)C(F)F)o1
  -0.1%, 3.7, 68, i, 41, -11%, 4.0%, 22%, 8%, 10%, i, 0.2
COC(=O)C1=NNC(C(=O)c2ccco2)C1c1ccccc1 (stereo unspecified)
  -0.1%, -0.5, 47, i, 48, 23%, -2.8%, -9%, -6%, -27%, i, 0.2
CN(C)C=Nc1nonc1-c1ncn[nH]1
  -0.3%, -0.4, 62, i, 33, -20%, 2.8%, 6%, 8%, -14%, i, 0.0
COc1cc2c(cc1NC(=O)c1cccc([N+](=O)[O-])c1C)oc1ccccc12
  -0.1%, 6.5, 55, i, 39, -3%, -2.6%, 2%, 38%, 20%, i, 3.6
NC(=O)CCC(NC(=O)c1ccc(Cl)cc1)C(=O)O (stereo unspecified)
  -0.6%, 9.1, 31, i, 29, 20%, -0.4%, 14%, -10%, -30%, i, 0.9
O=C(NCc1ccncc1)c1cccc(S(=O)(=O)NCc2ccccc2)c1
  0.0%, -0.1, 56, i, 23, 0%, -3.7%, 4%, 5%, -16%, i, 2.2
CCCCCn1nc(C)c(/C=N/NC(=O)c2ccoc2C)c1C
  -0.4%, 1.0, 55, i, 38, 21%, -1.2%, -7%, -51%, -39%, i, 0.6
CCCOC(=O)CSc1nc(N)c(C#N)c(CC)c1C#N
  -0.2%, -2.0, 84, i, 5, 10%, 1.7%, 2%, 15%, -30%, i, 1.6
COc1cc(O)c(C(CC(=O)N2CCCCC2)c2ccc3c(c2)OCO3)c(OC)c1 (stereo unspecified)
  1.5%, 0.9, 86, i, 52, 32%, 1.9%, 11%, 2%, -2%, i, 0.8
Cc1cc(C)nc(/N=C(/NC(=O)Nc2cccc(Cl)c2)Nc2ccccc2)n1
  -0.1%, 6.7, 56, i, 19, 10%, -2.4%, -4%, -3%, -31%, i, 5.5
O=C(Nc1ccccc1F)c1ccc(Br)o1
  0.2%, 2.0, 53, i, 17, 16%, -2.3%, 13%, 5%, -21%, i, 3.0
Cc1cc(Cl)c2ccc3ccccc3c2n1
  -0.1%, -0.4, 65, i, 22, -23%, -6.2%, 1%, -17%, -13%, i, 0.2
CCOC(=O)c1ccc(NC(=O)c2cccc3c2C(=O)N(CC2CCCO2)C3)cc1 (stereo unspecified)
  -0.1%, 18, 58, i, 22, -38%[20 µM], ·, 3%, 31%, -7%, i, 6.8
CC(=O)C1=NN(c2ccccc2)C(c2ccc3c(c2)OCO3)N1c1ccccc1 (stereo unspecified)
  -0.3%, 0.1, 66, i, 41, 12%, 3.6%, 8%, 7%, -17%, i, 0.3
